H1N1 NS1A inhibition: NS1A inhibition, H1N1 influenza, cell based functional assay (AID 504329). NS1A functional cell-based assay, percent inhibition; higher % means a stronger effect. inhibition, % at 12.5 µM; hits with a dose series show IC50 in µM. actives 0.3% (n = 340,000); in the data active = a potency from the dose series; inconclusive = inhibition above about 27% without an active follow-up result; note: strong numbers were not always called active
Salmonella PhoP GFP: PhoP regulon inhibitors, Salmonella typhi PhoP promoter GFP reporter, confirmatory (AID 1850) | Salmonella Typhi PhoP-promoter GFP reporter, fluorescence, 4 h; higher % means a stronger effect | one-dose inhibition, % at 50 µM; IC50 in µM for titrated hits | actives 0.33% (n = 310,000); in the data active = a potency from the dose series; inconclusive = inhibition mostly from about 25% at the one dose, without a potency; inactive = the rest, 99 in 100 with inhibition below about 19%;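 note: 0% = induced wells with vehicle and 100% = uninduced wells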
M. tuberculosis: growth inhibition of non-replicating M. tuberculosis (AID 488890); Mycobacterium tuberculosis non-replicating, growth inhibition; higher % means a stronger effect; one-dose inhibition, % at 25 µM; IC50 in µM for titrated hits; actives 0.39% (n = 320,000); in the data active = a potency from the dose series; inconclusive = inhibition mostly from about 82% at the one dose, without a potency; inactive = the rest, 99 in 100 with inhibition below about 76%;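 note: plate controls were DMSO cells for no effect and high antibiotic wells for full effect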
VEEV TC-83 Vero: inhibitors of VEEV TC-83 cytopathic effect, confirmation, Vero cells (AID 588727); actives 0.13% (n = 350,000); inhibition, % at 20 µM; hits with a dose series show IC50 in µM; Vero cells, VEEV TC-83 cytopathic effect inhibition; higher % means a stronger effect; in the data active = a potency from the dose series; inconclusive = inhibition mostly from about 14% at the one dose, without a potency; inactive = the rest, 99 in 100 with inhibition below about 12%; note: strong numbers were not always called active
H37Rv inhibition: M. tuberculosis growth inhibition, HTS (AID 449762) | M. tuberculosis H37Rv growth inhibition, 7H9 media; higher % means a stronger effect | one-dose inhibition, % at 25 µM; IC50 in µM for titrated hits | actives 0.59% (n = 330,000); in the data active = a potency from the dose series; inconclusive = inhibition above about 70% without an active follow-up result;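 note: bacterial growth assessed after seven days of incubation; strong numbers were not always called active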
VEEV TC-83 Vero 10K pilot screen: further read-out of VEEV TC-83 Vero, marked with its call; inhibition, %; measured here: 10K pilot screen inhibition
* hit, by the source's call; i = inactive; u = inconclusive; x = not tested or not shown.

SMILES	H1N1 NS1A inhibition	Salmonella PhoP GFP	M. tuberculosis	VEEV TC-83 Vero	H37Rv inhibition	others
CCOc1ccccc1N1CCN(c2nc(N)c(C#N)c(CC#N)c2C#N)CC1	8%	-7%	14%	11%	2%
COc1ccccc1CCNC1CCC(C(C)(C)C)CC1 (configuration not stated)	2%	-5%	37%	i	4%
COc1ccc(NC(=O)COC(=O)c2c(C)noc2C)c(OC)c1	9%	3%	-11%	1.3%	-3%
COC(=O)Cc1c(C)c2ccc(OCC(C)=O)c(C)c2oc1=O	1%	4%	-4%	6.3%	-7%
CCCCC(=O)N/N=C/c1c(O)n(CC)c(=S)n(CC)c1=O	-3%	-8%	5%	8.5%	5%
CCO[C@H]1OC(C(=O)NCc2nc3ccccc3[nH]2)=C[C@@H](c2csc3ccccc23)[C@@H]1CCCO	-1%	-7%	51%	6.6%	45µM*
O=C1CCC(=O)N1c1ccccc1OS(=O)(=O)c1ccccc1	12%	-6%	-2%	2.7%	-2%
Cc1cc(Oc2ccc(=O)[nH]n2)nc(Cl)n1	-9%	0%	-2%	6.0%	5%
CC(=O)OCCOc1nc(N(C)C)nc(N(C)C)n1	2%	2%	-19%	1.9%	-5%
C=C1c2nc3ccccc3n2C=C(c2ccc(C)cc2)N1c1ccccc1	4%	x	x	6.0%	x
COc1ccccc1N1CCN(c2nc(-c3ccccc3)cc(C(F)(F)F)n2)CC1	-14%	-7%	-8%	0.2%	-9%
Cc1cc(C)cc(OCC(=O)Nc2ccc(CN3CCCCC3)cc2)c1	-5%	12%	26%	i	-4%
CC(C)(c1ccccc1)c1ccc(OCCN2CCOCC2)cc1	-1%	-18%	-5%	0.1%	14%
Cc1[nH]c(-c2ccccn2)nc(=S)c1Cl	4%	11%	u	6.3%	19%
CCCNS(=O)(=O)c1ccc(CCC(=O)N2CCN(CC)CC2)cc1	5%	-6%	0%	0.1%	0%
CCOC(=O)CSc1ncc(-c2ccccc2)nn1	-15%	6%	u	i	7%	VEEV TC-83 Vero 10K pilot screen=0.0
COc1ccccc1NC(=O)CN1C(=O)C(C)Oc2ccccc21 (configuration not stated)	-2%	0%	-6%	1.4%	-7%
Cc1ccc(S(=O)(=O)NCC(=O)N(CC2CCCO2)C(C(=O)NC2CCCC2)C(C)C)cc1 (configuration not stated)	-3%	13%	2%	i	-8%
COc1ccc(-c2cn3cccnc3n2)cc1NC(=O)C1CC1	25%	1%	-4%	4.5%	-2%
O=C(/C=C/c1ccccc1)OCC(=O)c1ccc[nH]1	-14%	-7%	31%	3.0%	60%
CN(C)S(=O)(=O)c1ccc(C(=O)NCc2nnc(SCC(=O)c3ccccc3)o2)cc1	-8%	-3%	19%	7.3%	-10%
O=C(COC(=O)c1cc[n+]([O-])cc1)NCCc1ccc(Cl)cc1Cl	-9%	0%	2%	2.4%	0%
Cc1nc(Cl)sc1C(=O)Nc1cc(F)cc(F)c1	0%	7%	50%	31%	3%
CN(C)S(=O)(=O)c1ccc(C(=O)OCC2COC(C)(C)O2)cc1 (configuration not stated)	2%	5%	11%	2.7%	1%
CCOc1ccc2[nH]c(=O)c(CN(CCN3CCCC3)C(=S)Nc3ccccc3OCC)cc2c1	0%	-4%	54%	13%	3%

Next section; the last six above are carried over.
SMILES	H1N1 NS1A inhibition	Salmonella PhoP GFP	M. tuberculosis	VEEV TC-83 Vero	H37Rv inhibition	others
O=C(/C=C/c1ccccc1)OCC(=O)c1ccc[nH]1	-14%	-7%	31%	3.0%	60%
CN(C)S(=O)(=O)c1ccc(C(=O)NCc2nnc(SCC(=O)c3ccccc3)o2)cc1	-8%	-3%	19%	7.3%	-10%
O=C(COC(=O)c1cc[n+]([O-])cc1)NCCc1ccc(Cl)cc1Cl	-9%	0%	2%	2.4%	0%
Cc1nc(Cl)sc1C(=O)Nc1cc(F)cc(F)c1	0%	7%	50%	31%	3%
CN(C)S(=O)(=O)c1ccc(C(=O)OCC2COC(C)(C)O2)cc1 (configuration not stated)	2%	5%	11%	2.7%	1%
CCOc1ccc2[nH]c(=O)c(CN(CCN3CCCC3)C(=S)Nc3ccccc3OCC)cc2c1	0%	-4%	54%	13%	3%
CCOc1c(Cl)cnn(-c2ccc(C)cc2)c1=O	-8%	-4%	0%	2.2%	2%
Cc1nn(C(C)C(=O)NCC2CCCO2)c(=O)c2c1sc1ccccc12 (configuration not stated)	6%	-18%	-1%	i	6%
Cc1cccn2c(=O)c(C(=O)NC3CC(C)CC(C)(C)C3)c(O)nc12 (configuration not stated)	0%	7%	-1%	1.2%	54%
CS(=O)(=O)c1ccc(N)cc1	4%	-2%	-3%	i	0%
CS(=O)(=O)N(CC(=O)NCC1CCCO1)c1cc(Cl)cc(Cl)c1 (configuration not stated)	4%	3%	x	1.4%	-2%
COc1cccc(NC(=O)NCC2CCN(Cc3ccc(F)cc3)CC2)c1	-4%	19%	-4%	0.5%	-2%
O=c1oc2ccc(Br)cc2cc1S(=O)(=O)c1ccc(F)cc1	13%	-7%	u	i	-4%
COc1ccc(-c2nn3c(-c4ccco4)nnc3s2)cc1OC	9%	11%	-12%	8.4%	1%
COCc1cc(C)nc(SCc2ccc(F)cc2)c1C#N	-6%	-8%	62%	2.4%	4%
CCCCCCOC(=O)C(C#N)c1nc2ccccc2nc1N1CCN(C)CC1 (configuration not stated)	11%	10%	u	i	u
COc1cc(C2CC(=O)N(c3ccc(C)cc3)C(=O)C2)cc(OC)c1OC	-7%	2%	-14%	12%	12%
O=C1COc2ccc(S(=O)(=O)Nc3ccc4c(c3)OCO4)cc2N1	3%	-5%	7%	6.3%	-4%
Cc1nonc1CC(=O)NC1CCCc2c1cnn2-c1ccc(F)cc1F (configuration not stated)	-2%	-4%	0%	1.2%	-5%
CCCNC(=O)C(Cc1ccccc1)NC(=O)c1cccc([N+](=O)[O-])c1 (configuration not stated)	1%	x	-11%	0.0%	-6%
O=C(O)C1C(c2ccccc2)C(C(=O)OCCCO)C1c1ccccc1 (configuration not stated)	-8%	0%	-17%	i	-7%
COc1cc(CC(=O)OCC(=O)N2CC(=O)Nc3ccccc32)cc(OC)c1OC	1%	-5%	-2%	0.5%	-8%
O=C(NCc1cccs1)c1cnc2ccccn2c1=O	-6%	2%	-12%	0.0%	-6%
O=C(NNc1nc(-c2ccc(Cl)cc2)cs1)c1ccco1	-1%	1%	u	7.9%	u
CCCn1ncc(CN2CCC(N3CCC(C(=O)N4CCOCC4)CC3)CC2)c1C	5%	-22%	-1%	i	8%
COc1cc(C(=O)NCC(=O)Nc2c(C)cccc2C)ccc1OCC(=O)N1CCOCC1	-1%	x	-12%	0.2%	-9%
CCC12CC3CC(C1)CC(C(=O)O)(C3)C2	-6%	-13%	5%	1.9%	-2%
Cc1cc(C)nc(SCCC(=O)Nc2ccccc2)n1	3%	-4%	13%	i	4%
NNC(=O)c1ccccc1OCc1ccccc1	-15%	8%	-3%	0.8%	-10%
COc1ccc2nc(C)cc(NCc3ccc(F)cc3)c2c1	7%	15%	x	i	8%
COc1ccc(CNc2nc3ccc(C)cc3s2)c(OC)c1OC	-2%	-3%	53%	0.4%	3%

(cont.)
SMILES	H1N1 NS1A inhibition	Salmonella PhoP GFP	M. tuberculosis	VEEV TC-83 Vero	H37Rv inhibition	others
O=[N+]([O-])/C=C1/NCCN1Cc1ccc(Cl)nc1	2%	-2%	-7%	1.1%	-1%
Cc1ccc(C(=O)NNC(=O)c2ccc(NC(=O)C(C)(C)C)cc2)cc1	0%	-7%	-6%	2.5%	3%
NCCSc1c(-c2ccccc2)[nH]c2ccccc12	12%	2%	37%	4.7%	4%
COCCn1c(SCC(=O)Nc2ccccc2)nc2c(oc3ccccc32)c1=O	-6%	0%	-12%	0.4%	4%
CCN(CC(=O)Nc1c(F)cccc1F)C(=O)CNC(=O)c1ccco1	-4%	1%	-17%	1.2%	0%
O=C1CS/C(=N\C(=O)N2c3ccccc3Sc3ccccc32)N1	-5%	-7%	10%	i	4%	VEEV TC-83 Vero 10K pilot screen=2.9
CCCCCCCC(=O)N/N=C/c1ccc(Br)cc1	5%	2%	-1%	2.0%	u
COc1ccc(C(=O)N=C2CCC(C#N)=C3c4cc(OC)c(OC)cc4CCN23)cc1	2%	-9%	-5%	2.6%	-5%
O=C(NCc1cccnc1)C(=O)Nc1ccc2c(c1)OCO2	4%	18%	1%	1.1%	-4%
COc1ccc(-c2nc(CS(=O)(=O)CC(=O)NCCc3cc(OC)ccc3OC)c(C)o2)cc1	3%	-3%	46%	1.4%	56%
COc1ccc(C(=O)Oc2cc(C)[nH]c(=O)c2[N+](=O)[O-])cc1	8%	-2%	x	0.4%	6%
Cc1cc(C)nc(SCc2ccc(C(=O)NNC(=O)Nc3cccc(Cl)c3)cc2)n1	5%	1%	-7%	9.8%	0%
O=C1Nc2ccccc2N(O)N1c1ccc(Cl)cc1	1%	-5%	-4%	i	-9%
COc1ccc2c(c1)CC/C2=N\OC(=O)c1ccccc1C	36%	6%	61%	i	1%
COc1cc(CN2CCCC(CO)(Cc3ccccc3C)C2)cc2c1OCO2 (configuration not stated)	0%	0%	30%	0.1%	3%
c1ccc2c(-c3nc(C4CCCCC4)no3)cc(-c3ccncc3)nc2c1	22%	5%	-5%	i	u
Cc1nc(N(C)C)c2sc(=S)n(C)c2n1	1%	-17%	31%	1.3%	-4%
COc1ccc(NC(=O)C2CCCN(S(C)(=O)=O)C2)cc1 (configuration not stated)	-2%	-8%	9%	0.6%	9%
Cn1c(/C(C#N)=C/Nc2ccccn2)nc2ccccc21	-3%	-3%	68%	0.5%	u
COc1ccc(CNC(=O)c2cc(-c3ccccc3OC)on2)cc1	5%	-1%	65%	i	2%
Cc1ccc(-c2nc(C#N)c(N3CCC(C)CC3)o2)cc1	11%	-4%	21%	0.1%	-2%
CCCCc1nc2ccc(S(=O)(=O)O)cc2[nH]1	17%	0%	-8%	i	2%
CCOc1cc(CNCCO)ccc1OCC(=O)NC(C)(C)C	x	3%	-16%	i	-12%
COC(=O)c1sc(NC(=O)C(C)c2ccccc2)nc1C (configuration not stated)	-3%	-1%	-10%	7.7%	-1%
COc1cc(OC)c(C#N)c(S(=O)Cc2ccccc2)c1 (configuration not stated)	2%	7%	6%	3.1%	-4%

Carrying on:
SMILES	H1N1 NS1A inhibition	Salmonella PhoP GFP	M. tuberculosis	VEEV TC-83 Vero	H37Rv inhibition	others
c1nc2sc3c(c2c2nnnn12)CCC3	-10%	4%	-6%	1.5%	-3%
Cc1ccc(S(=O)(=O)N(C)N=O)cc1	1%	-9%	23%	1.2%	30%
CN(C(=O)Cn1nc(C(=O)O)c2ccccc2c1=O)C1(C#N)CCCCC1	1%	x	-4%	1.4%	-7%
COc1ccc(CN2CN(S(=O)(=O)c3cccs3)c3nc4ccccc4nc32)cc1	15%	9%	49%	1.4%	11%
CCOC(=O)c1sc(NC(=O)C2C3C=CC(C3)C2C(=O)O)nc1C (configuration not stated)	0%	8%	-13%	1.9%	3%
Cc1cc(S(=O)(=O)N2CCN(c3ccccc3O)CC2)c(C)s1	7%	-9%	-16%	1.3%	-11%
CNC(=O)c1c(Br)cnn1-c1ccc(C)cc1	-3%	1%	-6%	6.2%	1%
CCn1c(SCC(=O)OC)nc2sc3c(c2c1=O)CCC3	1%	-5%	22%	0.7%	-4%
N#Cc1cccc(NC(=O)COC(=O)c2ccccc2C(=O)c2ccc(Cl)c([N+](=O)[O-])c2)c1	1%	-3%	24%	u	4%
COc1cccc(C(=O)NC(C)c2ccc(-c3ccccc3)cc2)c1OC (configuration not stated)	14%	-6%	16%	i	-6%
COc1ccc(-c2cn(CCO)c(-c3ccncc3)n2)cc1	-7%	-16%	7%	1.3%	2%
O=C(CSc1nc(C2CCCCC2)nc2ccccc12)N1CCCC1	-4%	-16%	5%	8.1%	0%
COc1cccc(N2CCN(C(=S)Nc3ccccc3)CC2)c1	4%	-1%	15%	0.5%	-6%
O=C1CC2(CCN(C(=O)c3cccc([N+](=O)[O-])c3)CC2)Oc2ccccc21	-11%	2%	-8%	5.2%	2%
C[C@@H](NC(=O)c1cc2c([nH]c3ccccc32)c(-c2ccccc2)n1)C(=O)O	-1%	3%	0%	0.8%	3%

Retrieved one by one from above (two):
SMILES	H1N1 NS1A inhibition	Salmonella PhoP GFP	M. tuberculosis	VEEV TC-83 Vero	H37Rv inhibition	others
c1nc2sc3c(c2c2nnnn12)CCC3	-10%	4%	-6%	1.5%	-3%
CN(C(=O)Cn1nc(C(=O)O)c2ccccc2c1=O)C1(C#N)CCCCC1	1%	x	-4%	1.4%	-7%

Compound activity from PubChem BioAssay.

Rows are unselected; overall some 1.4% were active at least once.
